Bioassay records: PubChem BioAssay, several laboratories
zVAD death inh = L929 zVAD cell death inhibition. L929 zVAD necroptosis rescue, ATP luminescence, 24 h; with zVAD 60 µM. viability rescue, % at 10 µM. 0.38% of 220,000 active;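 active = activation, scaled between plate controls, above about 75%, limit read from the data; inactive = activation under that limit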;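 note: 0% = zVAD with DMSO and 100% = DMSO alone without zVAD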
Cl transport mod = KCC2 (human) Cl- transport modulation; Q9H2X9; KCC2 cells, thallium flux FluoZin-2 fluorescence; B-score of Tl+ flux slope (higher = more flux/activation; lower = inhibition) at 10 µM; 2.2% of 190,000 active; AID 1456;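 active = thallium flux slope and its plate-corrected score both differing from the plate sample mean at a set confidence after two filtering rounds, in either direction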;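 note: slope of fluorescence scaled to starting intensity during 10 to 20 s after thallium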
EBV gp42 block = blocks Epstein-Barr virus glycoprotein 42 binding | 0.42% of 220,000 active | inhibition, % (tested at 21.74 µM) | AID 1085 | Q1HVG2 | Fluorescence polarization binding assay, mP read-out; in the data active = inhibition above about 50%
Target sequence (Q1HVG2 whole entry, looked up): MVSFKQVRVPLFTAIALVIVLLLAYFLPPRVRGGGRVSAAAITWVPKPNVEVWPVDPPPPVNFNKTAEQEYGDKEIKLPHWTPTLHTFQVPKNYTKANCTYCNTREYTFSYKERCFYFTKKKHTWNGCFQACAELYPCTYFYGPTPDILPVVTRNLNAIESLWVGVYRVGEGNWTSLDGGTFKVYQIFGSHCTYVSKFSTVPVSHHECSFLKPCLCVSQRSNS
PERK inh = blocks human PERK kinase; CHO PERK-DD fusion, SEAP luminescence translation reporter; inhibition, % at 5.6 µM; 0.17% of 220,000 active; AID 1416;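 active = inhibition above the mean inhibition of all tested compounds plus 3 SD, set separately per screening campaign, cut at about 2.9% in these data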;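 note: PERK kinase domain activated by AP20187 dimerizer at 100 nM; 0% = DMSO with dimerizer and 100% = rapamycin at 8.4 µM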
MDM2 E3 inh = blocks human Mdm2 ubiquitin ligase activity; signal enhancement, % at 5 µM; 0.11% of 210,000 active; Q00987; cell-based MDM2 ubiquitination luciferase reporter, 2 h; 0 = plate control, 100 = twice control, blank-subtracted; AID 1230;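 active = signal enhancement of 30% or more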;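 note: luminescence tracks abundance of the self-degrading MDM2-luciferase fusion protein; higher signal means inhibition of MDM2 E3 ligase activity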
Target sequence (Q00987 whole entry, looked up, the tested form may be a part): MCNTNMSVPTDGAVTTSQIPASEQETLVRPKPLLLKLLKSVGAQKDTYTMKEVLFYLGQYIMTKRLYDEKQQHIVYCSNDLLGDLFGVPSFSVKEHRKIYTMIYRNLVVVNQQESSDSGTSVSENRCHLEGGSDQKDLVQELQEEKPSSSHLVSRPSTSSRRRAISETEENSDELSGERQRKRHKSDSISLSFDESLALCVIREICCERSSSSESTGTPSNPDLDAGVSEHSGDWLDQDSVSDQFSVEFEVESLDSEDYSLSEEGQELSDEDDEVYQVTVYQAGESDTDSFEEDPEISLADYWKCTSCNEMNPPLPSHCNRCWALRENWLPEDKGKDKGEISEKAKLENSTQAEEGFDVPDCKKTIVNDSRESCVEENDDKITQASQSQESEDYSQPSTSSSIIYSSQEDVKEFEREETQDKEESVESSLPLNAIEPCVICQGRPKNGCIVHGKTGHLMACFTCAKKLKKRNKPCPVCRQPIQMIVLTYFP
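Timing – 2 h compound exposure at 37 °C · Assay system – mammalian cells stably expressing self-ubiquitinating, self-degrading MDM2 E3–luciferase fusion · Amount – 2000 cells seeded into each well · Measure – % luminescence enhancement versus blank-corrected plate control mean · Measured by – SteadyLite luminescence, 15 min reagent step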
m-calpain inh = calpain II (pig) inhibition. purified calpain II, fluorogenic peptide substrate, 30 min. inhibition, % at 16 µM. 0.37% of 220,000 active;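 active = inhibition above about 50%, limit read from the data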
Rad51 HR inh = Rad51 (human) homologous recombination inhibition. AID 1385. inhibition, % at 10 µM. 0.085% of 200,000 active. Q06609. hRad51 DNA strand exchange, fluorescence dequenching;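 active = inhibition above 40% at the single screening dose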;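 note: 0% = DMSO control wells and 100% = blanks with heterologous ssDNA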
Target sequence (Q06609 whole entry, looked up): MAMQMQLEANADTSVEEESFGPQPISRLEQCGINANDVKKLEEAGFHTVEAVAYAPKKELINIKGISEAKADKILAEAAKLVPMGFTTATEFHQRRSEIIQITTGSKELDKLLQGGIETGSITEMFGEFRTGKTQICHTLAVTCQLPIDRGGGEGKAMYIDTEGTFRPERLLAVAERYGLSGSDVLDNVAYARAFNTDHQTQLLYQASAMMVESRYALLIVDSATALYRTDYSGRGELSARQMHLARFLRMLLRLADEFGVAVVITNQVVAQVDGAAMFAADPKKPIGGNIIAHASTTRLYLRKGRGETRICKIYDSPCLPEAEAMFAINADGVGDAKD
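material = hRad51 filaments on single-stranded DNA | reagent = Donor/quencher-labelled 47-bp dsDNA substrate | compound = 10 µM final, single point | schedule = strand-exchange reaction 15 min at room temperature | measured by = fluorescein emission 520 nm, excitation 485 nm | read-out basis = % inhibition versus plate control and blank means | benchmarks = plate controls and plate blanks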
eIF4E 4G PPI = eIF4E/eIF4G interaction inhibition in translation initiation | TR-FRET eIF4E-eIF4GI(517-606) binding, 2 h | inhibition, % at 21.7 µM | 0.37% of 220,000 active | AID 782;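 active = inhibition above about 30%, limit read from the data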;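 note: 0% = full FRET control wells and 100% = background wells lacking eIF4GI fragment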
TNF death inh = blocks TNF-alpha induced death of Jurkat FADD-/- cells. Jurkat FADD-/- TNF necroptosis rescue, ATP luminescence, 24 h; 0 = TNF only, 100 = no-TNF cells. activation (protection from cell death), % at 10 µM. 0.068% of 220,000 active. AID 463075;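 active = activation, meaning protection from cell death, of at least 50% relative to plate controls; inactive = activation below 50%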;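 note: necroptosis triggered by 40 ng/mL TNF-alpha added together with compound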
Active calls of the source: *; i = inactive; nt = no result given; [ ] = dose if it differs, or a comment.

The opening two records, to show the layout:
Results follow in this order: TNF death inh	MDM2 E3 inh	Cl transport mod	EBV gp42 block	zVAD death inh	PERK inh	Rad51 HR inh	m-calpain inh	eIF4E 4G PPI
CN(C)S(=O)(=O)c1ccc(N2CCCC2)c(C(=O)N2CCN(c3ccc([N+](=O)[O-])cc3)CC2)c1
→ 1.8	-14.4	0.409	-20.2	-1.3	-0.3	1.0	-29.4	0.6
COc1cc(-n2c(=O)c3ccccc3n(Cc3cccc(F)c3)c2=O)cc(OC)c1OC
→ -0.1	-8.1	0.00752	-2.6	1.7	1.4	-0.8	-21.0	4.6

Results, repeating the preview:
Results follow in this order: TNF death inh	MDM2 E3 inh	Cl transport mod	EBV gp42 block	zVAD death inh	PERK inh	Rad51 HR inh	m-calpain inh	eIF4E 4G PPI
CN(C)S(=O)(=O)c1ccc(N2CCCC2)c(C(=O)N2CCN(c3ccc([N+](=O)[O-])cc3)CC2)c1
→ 1.8	-14.4	0.409	-20.2	-1.3	-0.3	1.0	-29.4	0.6
COc1cc(-n2c(=O)c3ccccc3n(Cc3cccc(F)c3)c2=O)cc(OC)c1OC
→ -0.1	-8.1	0.00752	-2.6	1.7	1.4	-0.8	-21.0	4.6
Cc1onc(-c2c(Cl)cccc2Cl)c1-c1nc2cc(Cl)ccc2c(=O)o1
→ 3.6	-7.5	-0.869	-6.6	1.9	-0.3	-4.5	-10.5	5.3
CC(C)N(Cc1cnn(C)c1)Cc1nc(Cc2ccccc2Cl)no1
→ -0.4	1.9	-0.117	3.9	4.4	-0.2	8.9	-22.5	-2.5
COC(=O)CSc1nnc(-c2sc3ccccc3c2Cl)o1
→ -2.0	-26.2	0.885	5.3	0.1	0.3	-4.5	19.3	-3.5
COc1ccc(-c2c(C#N)c(N)nc3sc(C(=O)c4ccc(C)cc4)c(N)c23)cc1
→ 3.4	-9.7	1.17	74.6*	0.8	-0.1	nt	-23.3	2.4
CC1CC(=O)N(c2ccc(NCc3ccc(Cl)cc3)c([N+](=O)[O-])c2)C1=O (stereo unspecified)
→ 2.3	-2.2	0.472	-7.9	-0.2	0.2	13.8	-0.1	3.4
N#Cc1ccc(N2C(=O)[C@@H]3C(C(=O)c4ccc5ccccc5n4)=NN[C@@H]3C2=O)cc1
→ 0.4	-15.9	-0.366	-13.2	0.8	0.8	0.7	-22.8	-11.4
O=C1Nc2ccc(S(=O)(=O)NCc3ccccn3)c3cccc1c23
→ 0.4	-15.7	nt	-20.2	0.7	1.2	nt	i	-2.0
Cn1c(SCC(=O)N2CCN(C(=O)c3ccco3)CC2)nnc1-c1ccc(NS(C)(=O)=O)cc1
→ -0.1	10.0	0.283	-11.1	9.7	-0.5	1.1	-1.8	1.9
C=CCn1c(SCc2c(F)cccc2Cl)nnc1-c1ccco1
→ -15.7	-9.2	-1.91	-2.5	-0.4	-0.6	1.7	34.0	4.6
O=C(COc1cccc(Oc2ccccc2)c1)Nc1ncccn1
→ -0.8	-5.8	-0.573	-2.3	0.3	1.5	4.7	23.3	-1.3
CCOC(=O)Cc1csc(NC(=O)COc2ccc3c(C)cc(=O)oc3c2)n1
→ 0.5	-19.6	-0.0504	-16.1	14.3	0.4	-5.2	-180.2	3.8
c1cc2c(cc1CN1CCOCC1)OCO2
→ 1.2	-13.0	-0.102	-22.6	0.6	-0.5	-2.4	-8.1	1.0[fluorescence artefact?]
CCN(C#N)c1nc(NC(C)C)nc(NC(C)(C)C)n1
→ -0.1	-2.9	-0.166	-7.1	0.1	-0.3	5.4	-23.1	3.4
O=C(CSc1ccccc1C(=O)NCc1ccccc1)NC12CC3CC(CC(C3)C1)C2
→ 1.1	-13.3	-3.61*	4.0	1.7	-0.5	8.7	32.6	7.9[fluorescence artefact?]
COc1ccc(CC(=O)Nn2c(-c3ccccc3)nc3ccccc3c2=O)cc1
→ 0.7	-8.4	0.798	-1.7	0.7	-0.9	7.8	20.8	-3.3
CCOC(=O)C1CCCN(C(=O)c2ccccc2NC(C)=O)C1 (stereo unspecified)
→ -1.5	4.9	-0.0719	-16.6	0.2	0.7	-8.1	-13.5	-0.5
C(=N\Nc1nc(Nc2ccccc2)nc(Nc2ccccc2)n1)/c1ccncc1
→ 2.2	-27.1	0.36	-15.2	4.9	0.6	nt	11.1	-0.7
Cc1noc(C)c1COc1ccc(CC(=O)NCCc2ccccc2)cc1
→ -0.8	-3.8	0.13	-5.9	-1.3	0.4	nt	17.5	0.8
COC(=O)c1sc(-c2ccc(C(C)(C)C)cc2)cc1NC(=O)COCC(=O)O
→ -2.8	-7.1	-0.702	-13.7	1.0	1.3	15.2	-57.1	3.9
CC(=O)Nc1ccccc1C(=O)C(=O)Nc1cccc(C(=O)NCc2ccccc2)c1
→ 2.2	-13.3	1.49	0.6	2.5	-0.2	2.1	19.4	5.7
O=C(Cc1cccs1)N/N=C/C=C/c1ccccc1
→ 2.4	-13.7	1.17	-7.2	2.2	0.1	9.2	-4.3	0.3
Cc1ccc(S(=O)(=O)N2CCC(C(=O)NNS(=O)(=O)c3ccc(Cl)cc3)CC2)cc1
→ -1.1	-15.1	nt	-10.2	0.1	0.9	1.8	29.3	-0.7
CCOc1ccc(NC(=O)CN2C(=O)C(C)SC(C)C2=O)cc1 (stereo unspecified)
→ 0.3	10.8	-0.602	4.2	5.5	0.4	1.9	-23.3	-1.7
O=c1ccc(-c2ccc([N+](=O)[O-])cc2)nn1-c1ccccc1
→ 0.7	-4.6	0.787	-5.2	0.5	1.9	13.8	-5.3	17.6
CN(C)c1nc(N)nc(-c2ccco2)n1
→ 1.9	-18.2	0.301	-21.3	1.7	1.3	7.1	-28.0	4.5[fluorescence artefact?]
CNC(=O)C(=O)N/N=C/c1ccc(Br)cc1
→ -0.5	2.2	-0.0303	-9.2	3.3	0.2	22.7	17.1	-2.1
O=C(Nc1ccncc1)c1cccs1
→ -1.8	-21.3	nt	-12.3	1.2	0.4	-1.8	-28.4	0.8
O=C(Nc1ccccc1)OC1CC2CC1C1CCCC21 (stereo unspecified)
→ 1.8	-15.6	-1.2	-6.3	2.8	1.5	3.0	10.7	-2.3

(further entries)
Results follow in this order: TNF death inh	MDM2 E3 inh	Cl transport mod	EBV gp42 block	zVAD death inh	PERK inh	Rad51 HR inh	m-calpain inh	eIF4E 4G PPI
CCN(CC)C(=O)N1CCN(S(=O)(=O)c2ccc(C)cc2)CC1
→ -0.2	4.6	nt	-29.9	-0.3	-1.7	1.1	-20.6	-7.3[fluorescence artefact?]
CN(Cc1c(C(=O)N(C)Cc2ccccc2)nc2ccccn12)CC1Cc2ccccc2O1 (stereo unspecified)
→ 0.1	-20.5	-1.17	-6.5	-0.5	0.6	5.0	21.8	5.3
Cc1cc(NS(=O)(=O)c2ccc(NC(=O)c3ccc(Br)o3)cc2)nc(C)n1
→ 0.3	-3.3	-0.783	-2.4	2.9	0.4	8.3	-32.2	-3.9
N#Cc1c(NC(=O)c2ccncc2)sc2c1CCC2
→ -3.6	-21.1	0.866	13.4	0.4	1.9	-2.2	1.3	5.5[fluorescence artefact?]
Cc1sc2nc(SCC(=O)N(C)Cc3ccccc3)n(-c3ccccc3)c(=O)c2c1C
→ -1.2	nt	0.16	-18.6	-0.3	-0.6	-0.1	-56.8	20.0[fluorescence artefact?]
COc1ccc(COC(=O)c2ccc3c(=O)n4c(nc3c2)CCC4)cc1F
→ -1.2	-9.5	0.03	-9.4	0.2	0.1	3.0	-9.8	5.7
O=C(COc1cccnc1[N+](=O)[O-])Nc1ccccc1Sc1ccccc1
→ 1.3	5.1	-0.807	-19.6	0.2	0.1	7.2	8.6	2.8
COc1ccccc1NS(=O)(=O)c1cc(NC(=O)c2ccccc2F)ccc1N1CCOCC1
→ 3.5	-4.5	0.264	-5.7	-1.0	-0.5	2.6	-54.2	1.0
CC/C(=N/O)C(=O)c1ccc(Br)cc1
→ 0.0	-13.4	-0.737	12.2	0.0	0.5	-1.5	30.3	-2.6
COc1ccc(C2c3c(oc4ccccc4c3=O)C(=O)N2c2ccccn2)cc1 (stereo unspecified)
→ -1.3	-8.4	nt	-12.8	-0.8	0.9	4.9	-9.5	4.1
CCN(CC)S(=O)(=O)c1ccc(Cl)c(NC(=O)COC(=O)/C=C/c2cc(OC)c(OC)c(OC)c2)c1
→ -0.2	-6.0	-0.301	-8.0	0.8	-0.9	nt	7.0	1.2
CCCC(=O)Nc1sc(C)c(-c2ccc(OC)cc2)c1C#N
→ 0.6	-4.6	-0.0862	-4.6	0.6	0.9	-1.8	4.7	-2.4[fluorescence artefact?]
COc1cc(C2C(C(=O)/C=C/c3ccccc3)=C(O)C(=O)N2c2ccccn2)ccc1O (stereo unspecified)
→ 1.2	-13.0	-0.082	-9.7	1.0	-0.8	-6.0	-7.4	-1.1
CCO[C@H]1OC(C(=O)NC2CC2)=C[C@@H](C)[C@@H]1CCCO
→ 0.1	nt	0.931	-8.1	1.2	2.0	-2.5	-7.9	1.2
COc1ccccc1N1CCN(CCCCOc2cccc3ccccc23)CC1
→ 5.9	-8.2	-0.549	-0.5	nt	-1.0	nt	22.4	-1.2
Cc1cc(C)c2nc(SCc3ccc([N+](=O)[O-])cc3)nc(C)c2c1
→ -2.0	-2.6	0.175	-2.2	0.4	0.8	3.7	8.1	-17.0
c1ccc(Cc2nnc(-c3ccccc3)o2)cc1
→ -2.5	-15.7	14*	-16.0	2.8	1.8	7.4	24.5	-2.1
COc1ccc2c(c1OC)C(=O)N1c3ccccc3C(=O)N(c3ccc(F)cc3)C21 (stereo unspecified)
→ -5.8	-12.8	0.249	-8.3	1.0	-0.5	-10.1	-75.5	-16.0[fluorescence artefact?]
Cc1c(Cl)cccc1NC(=S)N1CCN(C(=O)C2CCCO2)CC1 (stereo unspecified)
→ 1.7	-9.3	0.217	2.4	0.1	0.2	-7.5	-7.3	2.7
C/C(=N/N=C/c1ccc(N(C)C)cc1)c1ccccc1
→ -2.9	-72.9	-0.00044	-20.0	0.7	0.8	1.9	18.5	-1.7
CCOC(=O)C1=C(C)NC(=S)N(C=O)C1c1ccccc1 (stereo unspecified)
→ 0.3	-2.0	0.0618	2.3	-0.4	1.2	-2.5	-15.2	1.3
C/C(Cn1nnc([N+](=O)[O-])n1)=N\NC(=O)c1ccncc1
→ 0.0	-6.7	0.168	-16.0	2.8	0.1	-14.8	-15.8	0.0
CCCCc1ccc(NC(=O)c2ccc(N(C)S(C)(=O)=O)cc2)cc1
→ -17.3	-17.7	0.593	1.4	8.2	1.4	-14.4	2.9	3.6
CC1=C(C(=O)Nc2ccc(Cl)cc2)C(c2cccs2)n2nnnc2N1 (stereo unspecified)
→ -4.0	-27.6	-2.09	-5.8	-0.5	-0.2	-3.9	5.4	9.5
O=C(C1CCC1)N1CCc2cc(S(=O)(=O)NCC3COc4ccccc4O3)ccc21 (stereo unspecified)
→ -0.7	-11.8	2.34	7.3	-0.1	1.3	4.1	18.5	-1.8
COc1ncnc2c1sc1nc(-c3ccccc3)c3c(c12)CCCC3
→ 16.1	-16.5	0.347	-10.3	2.8	0.0	3.6	40.2	-0.2
CCn1c(Cc2ccc(OC)cc2)nnc1SCC(=O)Nc1nc2ccccc2s1
→ 0.8	15.5	0.536	-18.7	-0.6	0.1	2.3	-1.8	-2.9
CN(C)CCOC(=O)Cc1ccc(Cl)cc1
→ -0.3	-11.7	1.39	-12.0	0.8	0.5	7.4	8.2	1.7
NCCCC(N)(C(=O)O)C(F)F (stereo unspecified)
→ 1.4	nt	0.32	3.4	1.9	2.3	1.3	-10.8	-2.6
